697 NFkB inh – inhibitors of PMA/ionomycin-induced NF-kB reporter, 697 cells, primary screen, B-cell NF-kB inhibitor project, cell-based, luminescence, uHTS | 697 B-cell NF-kB luciferase reporter, 16 h | inhibition, % at 4 µM | 330,000 tested, 0.33% active; in the data active means inhibition above about 35%
CHOP UPR activ – activators of apoptotic CHOP UPR arm, primary screen, cell-based, CHO-CHOP luciferase reporter, luminescence, uHTS; UPR activation; percent of tunicamycin response over DMSO baseline; activation, % at 10 µM; 330,000 tested, 0.34% active; AID 449763, 2010;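 active means at 10 µM dose, activation of 40% or more, normalized to positive control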;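 further: 100% = tunicamycin at 10 µg/mL and 0% = DMSO alone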
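System: CHO-CHOP luciferase reporter cell line | Buffer or medium: F12 medium containing 10% fetal bovine serum | Doses: One dose, 10 µM in 0.5% DMSO | Times: 6 h compound exposure at 37 °C after overnight seeding | Signal: Luciferase luminescence | Read-out: % activation vs tunicamycin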
APJ antagonist – antagonists of human apelin receptor APJ, primary screen, CHO-K1 cells, beta-arrestin complementation, luminescence | P35414 | inhibition, % at 20 µM | 330,000 tested, 0.32% active | AID 2521, 2010;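 active means inhibition above about 40% at 20 µM, limit read from the data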;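 further: cells challenged with 10 nM apelin-13 agonist together with compound; plate controls were apelin-13 plus DMSO wells for no effect and DMSO wells lacking apelin-13 for full effect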
Target sequence (P35414 whole entry, looked up): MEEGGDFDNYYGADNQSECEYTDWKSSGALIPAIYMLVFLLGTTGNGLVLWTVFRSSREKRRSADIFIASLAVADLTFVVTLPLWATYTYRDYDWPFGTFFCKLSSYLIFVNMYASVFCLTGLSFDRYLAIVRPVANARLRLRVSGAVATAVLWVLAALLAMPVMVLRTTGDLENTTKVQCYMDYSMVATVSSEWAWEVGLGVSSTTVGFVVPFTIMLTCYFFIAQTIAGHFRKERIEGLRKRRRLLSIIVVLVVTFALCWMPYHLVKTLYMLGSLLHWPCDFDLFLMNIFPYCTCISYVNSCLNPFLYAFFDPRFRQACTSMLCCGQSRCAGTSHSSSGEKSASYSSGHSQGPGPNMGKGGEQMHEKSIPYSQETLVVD
Jurkat NFkB inh – inhibitors of induced NF-kB luciferase reporter, primary screen, TCR NF-kB activation inhibitor project, cell-based, luminescence, uHTS; Jurkat, PMA/ionomycin-induced NF-kB luciferase reporter; inhibition, % at 4 µM; 330,000 tested, 0.53% active; in the data active means inhibition above about 50%
Mdm2 MdmX PPI – inhibitors of human Mdm2-MdmX association, primary screen, cell-based, luminescence, split luciferase, SaOS-2, uHTS; 330,000 tested, 3% active; AID 485346, 2010; Protein Mdm4 (Homo sapiens) + E3 ubiquitin-protein ligase Mdm2 (Homo sapiens), …; SaOS-2 split-luciferase Mdm2/MdmX complementation; inhibition, % at 8 µM;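 active means inhibition of at least 50% at 8 µM in the primary screen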
UPR XBP1 act – activators of adaptive XBP1 UPR arm, primary screen, cell-based, CHO-XBP1 luciferase reporter, luminescence, uHTS. IRE1-XBP1 UPR activation; percent of tunicamycin response, DMSO as zero. 330,000 tested, 0.33% active. activation, % at 20 µM. AID 463104, 2010;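 active means versus positive control, 20 µM dose yields 30% or more activation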;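 further: 100% = tunicamycin at 10 µg/mL and 0% = DMSO only wells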
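Material: IRE1-XBP1 luciferase reporter CHO line / Quantity: one thousand reporter cells per well / Buffer or medium: F12 with 10% serum / Compound: 20 µM single concentration, DMSO 1% / Times: 6 h treatment, 37 °C / Detection: Steady-Glo luciferase glow luminescence, 10 min after reagent addition / Benchmarks: tunicamycin high, DMSO low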
tim23-1 inh – growth inhibitors of tim23-1 mutant yeast, primary screen, luminescence, uHTS | S. cerevisiae tim23-1 growth, BacTiter-Glo luminescence, 24 h | inhibition, % at 20 µM | 330,000 tested, 1.3% active;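 active means growth inhibition of the mutant yeast at or above 50%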;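 further: temperature-sensitive mutant grown at 25 °C; plate controls were DMSO-treated mutant yeast for no effect and medium wells lacking yeast for full effect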
APJ ag – agonists of human apelin receptor APJ, primary screen, CHO-K1 cells, PathHunter beta-arrestin, luminescence; 0% DMSO wells, 100% apelin; activation, % at 20 µM; 330,000 tested, 0.11% active; AID 2520, 2010;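 active means activation more than six SD over the plate average, tested at 20 µM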;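 further: 0% = DMSO alone and 100% = apelin-13 at 10 nM; some results filed as inactive read as strong as hits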
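Assay system – PathHunter CHO-K1 APJ (AGTRL-1) beta-arrestin reporter cells · Compound – one dose, 20 µM compound, 1% DMSO · Timing – compound 90 min 25 °C, reagent 1 h · Measured by – luminescence from split beta-galactosidase complementation, Galacton Star/Emerald II substrate · Measure – beta-arrestin recruitment to APJ as agonist activity, luminescent signal · Benchmarks – DMSO vs Apelin-13 10 nM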
Numbers without * were called inactive.

No.	canonical_smiles	697 NFkB inh	Jurkat NFkB inh	APJ ag	tim23-1 inh	Mdm2 MdmX PPI	APJ antagonist	UPR XBP1 act	CHOP UPR activ
1	CCCOC1CCCN(C(=O)c2ccc(OC3CCN(C(=O)COC)CC3)cc2)C1 (centres undefined)	1	-19	-6	14	-4	-3	-3	1.1
2	CCc1ccc(S(=O)(=O)c2cn(C)c3cc(OC)c(OC)cc3c2=O)cc1	-13	-1	-1	-4	0	7	-4	1.7
3	COC(CNS(=O)(=O)c1cccc2nonc12)OC	11	3	-3	-8	24	4	1	0.0
4	CC1(C)CC(=O)N(CC(=O)O)c2ccccc2S1	11	-1	-5	2	-24	-12	0	-0.7
5	COc1cccc(-c2nc(N)nc(SC)c2C#N)c1	0	-10	2	-3	0	-2	3	1.0
6	Nc1nc(N)nc(-c2ccccn2)n1	-3	-30	0	5	12	-36	-2	0.1
7	O=C(CCc1nnc(CCCCc2ccccc2)o1)NCc1cccc(F)c1	1	0	-4	19	20	20	2	0.3
8	COc1ccc([C@H]2[C@H](C(=O)C(C)(C)C)N3N=Cc4ccccc4C3[C@]23N=C(c2ccccc2)OC3=O)cc1OC (some centres undefined)	-14	-6	-4	34	-31	-8	-2	-2.4
9	COc1cccc(CC2(CO)CCCN(Cc3[nH]c4ccc(C)cc4c3C)C2)c1 (centres undefined)	10	-2	3	-11	63*	3	-2	-0.6
10	O=C(O)COc1ccc(/C=C/C(=O)c2ccc3ccccc3c2)cc1	-14	1	-1	17	-8	6	3	1.1
11	CC(C)c1ccc2oc(=O)cc(CN3CCCCC3)c2c1	14	-14	-4	16	19	-4	-8	0.1
12	O=C(Nc1ccncc1)c1ccc([N+](=O)[O-])cc1Cl	10	-6	1	9	23	-15	-6	-0.2
13	COc1ccccc1-c1nnc(SCC(=O)Nc2oc(C)c3c(C)n[nH]c(=O)c23)n1C	-14	-19	0	8	14	6	1	-1.4
14	CC1CCN(S(=O)(=O)c2ccc(C(=O)Nc3nnc(C4CC4)o3)cc2)CC1	13	0	0	38	42	7	-3	1.7
15	O=C1NC(=Nc2ccc3ccccc3c2)S/C1=C/c1ccco1	-1	-16	-3	5	-13	8	0	2.5
16	Cc1noc(C)c1C(=O)Nc1nccs1	-6	0	-4	-14	10	-6	-5	-0.8
17	COC(=O)N/N=C\c1ccc(-c2cc(Cl)c(Cl)cc2Cl)o1	-14	-6	-1	-17	44	16	0	2.3
18	CC(C)NC(=O)Cn1nnc(-c2cccc(NC(=O)c3ccccc3F)c2)n1	15	7	-2	-3	-12	13	-3	2.2
19	N#Cc1ccc(C(=O)NCC2CCCCC2)cc1	-10	-33	-4	5	4	-19	-3	1.0
20	NS(=O)(=O)c1ccc(N2C(=O)C(=O)/C(=C(/O)c3ccccc3)C2c2ccc(Cl)cc2)cc1 (centres undefined)	10	-3	-1	5	9	9	-1	-0.3
21	Cc1ccccc1OCC(=O)Nc1nnc(C2CCCC2)s1	9	4	-5	4	17	-2	-3	-1.4
22	O=C1N=C(N2CCOCC2)S/C1=C\C=C/c1ccccc1	-141	-23	-2	19	19	14	11	30
23	CSc1nsc(SCC(=O)Nc2c(C)n(C)n(-c3ccccc3)c2=O)n1	5	23	-3	-2	-16	18	0	-1.4
24	Cn1nc(C(=O)NCc2ccccc2)c2c1-c1ccccc1S(=O)(=O)C2	-4	1	-3	16	-6	17	-2	-2.1
25	COc1ccc(CC(=O)Nc2nnc(SCc3ccccc3)s2)cc1S(=O)(=O)N1CCOCC1	4	-1	-4	11	24	5	-2	3.0
26	Cc1cc(NC(=O)CN2C(=O)NC(c3ccccc3)(c3ccc(C)c(C)c3)C2=O)no1 (centres undefined)	13	-7	2	13	39	-2	-1	0.1
27	CCOC(=O)C1CCN(CC(=O)Nc2c(C(=O)OC)[nH]c3ccc(Cl)cc23)CC1	-13	24	-3	30	34	-12	7	-2.1
28	CCc1cc(=O)oc2cc(C)cc(OCC(=O)N3CCC[C@@H]3C(=O)O)c12	18	6	-2	-13	18	17	-3	0.9
29	CCn1c(C(=O)N2CCC(Cc3ccccc3)CC2)cc2sccc21	10	-2	-4	25	28	17	-1	-2.0
30	COc1ccc(NC(=O)C2C(=O)N(C)C3(C)CC2c2ccccc2O3)cc1 (centres undefined)	11	-5	-3	19	13	-1	-1	1.6

Shown with one line to a screen: part of the list above
(24) Cn1nc(C(=O)NCc2ccccc2)c2c1-c1ccccc1S(=O)(=O)C2
(25) COc1ccc(CC(=O)Nc2nnc(SCc3ccccc3)s2)cc1S(=O)(=O)N1CCOCC1
(26) Cc1cc(NC(=O)CN2C(=O)NC(c3ccccc3)(c3ccc(C)c(C)c3)C2=O)no1 (centres undefined)
(27) CCOC(=O)C1CCN(CC(=O)Nc2c(C(=O)OC)[nH]c3ccc(Cl)cc23)CC1

screen / no. | 24 | 25 | 26 | 27
697 NFkB inh | -4 | 4 | 13 | -13
Jurkat NFkB inh | 1 | -1 | -7 | 24
APJ ag | -3 | -4 | 2 | -3
tim23-1 inh | 16 | 11 | 13 | 30
Mdm2 MdmX PPI | -6 | 24 | 39 | 34
APJ antagonist | 17 | 5 | -2 | -12
UPR XBP1 act | -2 | -2 | -1 | 7
CHOP UPR activ | -2.1 | 3.0 | 0.1 | -2.1

Additional entries.
No.	canonical_smiles	697 NFkB inh	Jurkat NFkB inh	APJ ag	tim23-1 inh	Mdm2 MdmX PPI	APJ antagonist	UPR XBP1 act	CHOP UPR activ
31	COc1ccc(CNC(=O)c2nn(C)c3c2CS(=O)(=O)c2ccccc2-3)cc1	2	14	-3	16	-2	2	4	-0.4
32	COc1cccc(CN(CC(=O)NCC2CCCO2)C(=O)CCC(=O)Nc2cc(C)on2)c1 (centres undefined)	12	3	0	17	30	7	-1	-1.0
33	CCn1c(SC(C)C(=O)Nc2ccc(N3CCOCC3)cc2)nnc1-c1ccco1 (centres undefined)	-14	10	-5	8	10	0	1	2.5
34	CC[N+](C)(C)Cc1ccccc1Br	15	-15	-5	-12	14	-10	2	-2.1
35	COC(=O)c1ccc(C2/C(=C(/O)c3ccc(OC)cc3)C(=O)C(=O)N2CC2CCCO2)cc1 (centres undefined)	14	3	-1	-11	12	-3	1	1.2
36	Cc1ccccc1NC(=O)CN1C(=O)C2C3CC(C(Br)C3Br)C2C1=O (centres undefined)	-43	-10	-4	10	-16	-6	-3	3.9
37	Cc1cccc(NCc2cccc3ccccc23)n1	3	-9	-1	23	-21	5	-2	3.0
38	COc1ccc(CN(C)C(=O)CCN2C(=O)c3ccccc3C2=O)c(OC)c1OC	0	2	-2	13	11	7	0	-0.1
39	CCN(CC)C(=S)SC1CCCCN(C(=O)c2ccccc2)C1=O (centres undefined)	3	8	-4	36	-6	4	-4	1.5
40	CCCN1CN(c2ccccc2)C(=S)N(c2ccccc2)C1	-8	-1	0	37	-4	-11	0	2.0
41	C=CCn1c(=O)c2ccccc2n2c(SCC(=O)Nc3sc(C)c(CC)c3C(=O)OCC)nnc12	-42	1	1	31	37	3	0	-2.0
42	CCc1ccc(C(C(=O)NCc2ccc(F)cc2)N(C(=O)c2csnn2)C2CC2)cc1 (centres undefined)	13	7	-3	23	22	11	-3	-1.0
43	CC(=O)N1N=C(c2ccc3ccccc3c2)OC12CCCC2	7	31	-2	30	21	8	-3	-0.3
44	N/C(=N/O)C(c1ccccc1)c1ccccc1	-5	-20	2	17	10	-6	0	0.1
45	Cc1csc(NC(=O)c2c(-c3ccccc3)noc2C)n1	5	4	-1	10	19	14	-3	0.4

Compounds listed so far that contain a COOH group, in the order listed:
No.	canonical_smiles	697 NFkB inh	Jurkat NFkB inh	APJ ag	tim23-1 inh	Mdm2 MdmX PPI	APJ antagonist	UPR XBP1 act	CHOP UPR activ
4	CC1(C)CC(=O)N(CC(=O)O)c2ccccc2S1	11	-1	-5	2	-24	-12	0	-0.7
10	O=C(O)COc1ccc(/C=C/C(=O)c2ccc3ccccc3c2)cc1	-14	1	-1	17	-8	6	3	1.1
28	CCc1cc(=O)oc2cc(C)cc(OCC(=O)N3CCC[C@@H]3C(=O)O)c12	18	6	-2	-13	18	17	-3	0.9

Further structures follow:
No.	canonical_smiles	697 NFkB inh	Jurkat NFkB inh	APJ ag	tim23-1 inh	Mdm2 MdmX PPI	APJ antagonist	UPR XBP1 act	CHOP UPR activ
46	CC(NC(=O)c1cccc(Cn2cc([N+](=O)[O-])cn2)c1)c1ccc(C(C)(C)C)cc1 (centres undefined)	-1	2	-3	7	24	-13	1	-1.4
47	COc1ccc(NC(=O)[C@@H]2CC=C[C@@H]3CCN(C4CCCCC4)C(=O)[C@@H]32)cc1	36*	5	-5	28	-10	16	-3	-1.5
48	Nc1ccc2nc(SCC(=O)N3CCOCC3)sc2c1	14	-43	-1	-4	11	-29	-1	0.2
49	CSc1ccccc1C(=O)Nc1nc2ccccc2[nH]1	-56	-55	-5	4	-40	15	1	2.0
50	COC(=O)[C@]1(Cc2ccccc2)N[C@H](CN(C)S(=O)(=O)c2ccc(C(C)(C)C)cc2)[C@@H]2C(=O)N(Cc3ccccc3)C(=O)[C@@H]21	-15	-8	-2	7	-11	6	-1	0.6
51	O=C(NC1CCN(Cc2ccccc2)CC1)c1ccc(CS(=O)c2ccc(F)cc2)o1 (centres undefined)	-2	6	1	-8	6	9	-5	-0.9
52	CCOc1ccc(NC2=NCC(=O)N2Cc2cccs2)cc1	7	-28	-2	27	10	-17	-2	-3.1
53	Cc1ccc(C(=O)COC(=O)CN2C(=O)C3C4CCC(C4)C3C2=O)cc1[N+](=O)[O-] (centres undefined)	-8	5	-1	18	17	49*	1	6.0
54	Cc1ccc(C(=O)Nc2ccc3c4c(cccc24)CC3)cc1[N+](=O)[O-]	-22	85*	0	-11	3	14	0	0.2

Two entries from above, with one line to a screen.
43: CC(=O)N1N=C(c2ccc3ccccc3c2)OC12CCCC2
44: N/C(=N/O)C(c1ccccc1)c1ccccc1
assay / compound	43	44
697 NFkB inh	7	-5
Jurkat NFkB inh	31	-20
APJ ag	-2	2
tim23-1 inh	30	17
Mdm2 MdmX PPI	21	10
APJ antagonist	8	-6
UPR XBP1 act	-3	0
CHOP UPR activ	-0.3	0.1

Assay outcomes (PubChem BioAssay)
